Tn6 DDE FP: DD(E)-Tn6 binding inhibition, primary FP screen; 370,000 tested, 0.21% active; P02675; Fibrin DD(E) TRITC-Tn6 fluorescence polarization displacement; AID 720509; inhibition, % at 8.3 µM;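 active = inhibition above a per-campaign cutoff: mean of compounds within control limits plus 3 SD, cut at about 15% in these data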;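 note: 0% = median of all compound wells on the plate and 100% = blocking peptide control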
LEDGF integ inh: blocks HIV-1 LEDGF/p75-dependent DNA integration; TR-FRET IN-LEDGF/p75 DNA integration, Eu/Cy5; inhibition, % at 3.7 µM; 370,000 tested, 0.64% active; AID 743269;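 active = inhibition above the screen-wide mean plus 3 SD, cut at about 13% in these data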;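 note: signal is the Cy5 over europium emission ratio at 671 and 618 nm; 0% = plate median of compound wells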
MBD2 DNA inh: MBD2-methylated oligo binding inhibition; Q9UBB5; TR-FRET, MBD2 binding to methylated oligonucleotide; inhibition, % at 4.4 µM; 370,000 tested, 0.31% active; AID 686964; in the data active = inhibition above about 13%
Target sequence (Q9UBB5 whole entry, looked up): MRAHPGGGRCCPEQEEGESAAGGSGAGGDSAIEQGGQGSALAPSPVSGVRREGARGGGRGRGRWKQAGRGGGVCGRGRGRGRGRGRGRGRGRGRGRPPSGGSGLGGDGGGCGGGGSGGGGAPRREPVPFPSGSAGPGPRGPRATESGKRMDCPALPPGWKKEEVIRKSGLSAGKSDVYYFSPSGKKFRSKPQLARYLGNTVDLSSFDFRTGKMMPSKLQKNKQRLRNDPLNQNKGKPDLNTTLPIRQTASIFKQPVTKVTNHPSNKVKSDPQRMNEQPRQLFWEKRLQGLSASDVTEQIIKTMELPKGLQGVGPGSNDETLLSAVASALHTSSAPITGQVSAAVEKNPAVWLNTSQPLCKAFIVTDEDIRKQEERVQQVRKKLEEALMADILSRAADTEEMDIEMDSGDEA
Tn7 DDE FP: DD(E)-Tn7 binding inhibition, primary FP screen | 370,000 tested, 0.13% active | P02675 | AID 720508 | FP displacement of FITC-Tn7 peptide from fibrin DD(E); 0% = median of compound wells per plate | inhibition, % at 8.3 µM;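 active = inhibition above the mean of compounds falling within the control limits plus 3 SD of them, cut at about 14% in these data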;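 note: 0% = plate median of compound wells and 100% = 10 µM Aha-Tn7 peptide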
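Assay system: Human clot-derived fibrin DD(E) complex | Buffer or medium: Tris/NaCl/CaCl2 buffer, pH 7.8 | Repeats: One replicate per compound | Benchmarks: Aha-Tn7 high control | Measure: % inhibition scaled between sample-field median and high-control FP | Schedule: 10 min plus 3 h, room temperature | Signal: Fluorescence polarization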
TDP2 inh: blocks human TDP2 phosphodiesterase activity. O95551. recombinant TDP2, T5PNP hydrolysis, p-nitrophenol absorbance 415 nm. inhibition, % at 12.8 µM. 370,000 tested, 0.34% active;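 active = inhibition above the mean of all tested compounds plus 3 SD, set per campaign, cut at about 25% in these data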;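 note: 0% = DMSO with enzyme and 100% = buffer with substrate but no TDP2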
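test system = human TDP2 enzyme | input = TDP2 enzyme at 120 nM final | medium = 50 mM Tris-HCl pH 7.5 with Mg2+, KCl, DTT, BSA | also added = T5PNP substrate, 5 mM | times = 2 h at 37 °C | technique = epi absorbance | benchmarks = high control without enzyme, low control DMSO plus TDP2 | replication = each compound tested once, singlicate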
TCR-CD3 inh: human TCR-CD3 binding inhibition; TAMRA-labeled TCR probe fluorescence, biochemical; inhibition, % at 9.4 µM; 360,000 tested, 0.37% active; in the data active = inhibition above about 19%;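 note: recombinant mutant TCR 2C K166C tagged with TAMRA read by polarization; 0% = receptor in buffer alone and 100% = receptor with positive control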
proKLK7 act: activators of human kallikrein-7 zymogen; P49862; purified proKLK7, EDANS-DABCYL substrate fluorescence; 100% is mature enzyme control, 0% vehicle; activation, % at 7 µM; 370,000 tested, 0.9% active; AID 652039;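 active = activation above the mean of all tested compounds plus 3 SD, computed per campaign excluding outliers beyond control limits, cut at about 13% in these data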
PRMT1 FP inh: inhibitors of human PRMT1; Q99873; recombinant PRMT1, activity-based probe fluorescence polarization; inhibition, % at 2.79 µM; 370,000 tested, 1.3% active; AID 652257;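 active = inhibition above about 21% made by adding two undisclosed values, limit read from the data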
UHRF1 binding: human UHRF1 methylated DNA binding inhibitors. AID 687016. inhibition, % at 4.4 µM. Q96T88. UHRF1 binding to methylated oligo, TR-FRET. 370,000 tested, 0.75% active; in the data active = inhibition above about 21%;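 note: UHRF1 SRA domain binding a hemimethylated CpG hairpin DNA probe; 0% = median of test compound wells and 100% = reference inhibitor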
SIAE primary: inhibitors of human sialic acid acetylesterase SIAE | 370,000 tested, 0.69% active | SIAE FP-Rh probe binding, fluorescence polarization | inhibition, % at 9.66 µM;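 active = inhibition above a cutoff: mean of compounds within the control limits plus 3 SD of those, cut at about 17% in these data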;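 note: 0% = plate median of compound wells and 100% = probe without SIAE protein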
Target sequence (Q9HAT2 whole entry, looked up): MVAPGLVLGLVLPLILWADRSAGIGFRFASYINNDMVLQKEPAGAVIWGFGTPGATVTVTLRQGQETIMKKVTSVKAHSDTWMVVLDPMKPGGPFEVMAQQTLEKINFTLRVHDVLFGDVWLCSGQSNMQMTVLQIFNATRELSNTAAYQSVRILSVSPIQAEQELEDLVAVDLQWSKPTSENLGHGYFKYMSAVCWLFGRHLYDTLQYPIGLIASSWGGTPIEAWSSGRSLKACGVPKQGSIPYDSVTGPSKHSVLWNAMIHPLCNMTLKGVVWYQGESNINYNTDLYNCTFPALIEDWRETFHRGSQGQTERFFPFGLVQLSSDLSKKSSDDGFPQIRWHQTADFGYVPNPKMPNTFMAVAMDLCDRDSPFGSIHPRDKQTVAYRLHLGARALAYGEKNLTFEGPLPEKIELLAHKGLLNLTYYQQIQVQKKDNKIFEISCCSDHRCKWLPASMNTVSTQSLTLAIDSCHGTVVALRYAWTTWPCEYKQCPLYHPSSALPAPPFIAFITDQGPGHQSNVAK
An asterisk follows results filed as active.

SMILES	Tn6 DDE FP	LEDGF integ inh	MBD2 DNA inh	Tn7 DDE FP	TDP2 inh	TCR-CD3 inh	proKLK7 act	PRMT1 FP inh	UHRF1 binding	SIAE primary
CCOc1ccc2nc(SCc3ccc(C(=O)OC)o3)[nH]c2c1	-3.4	1.5	-2.4	0.6	9.4	8.3	0.3	-1.4	-1.8	-1.8
O=[N+]([O-])c1cccc(N(CC(O)CN2CCCC2)S(=O)(=O)c2ccccc2)c1 (stereo not drawn)	-5.1	5.6	-6.7	-3.8	-18.8	-3.0	-0.3	-2.6	-2.7	2.2
O=C1CC(c2ccccc2)CC(O)=C1C=Nc1ccccc1Cl (stereo not drawn)	4.8	1.5	-3.4	2.5	-3.1	0.1	0.0	-0.6	-1.8	0.8
N#C/C(=C\c1c(N2CCN(Cc3ccccc3)CC2)nc2ccccn2c1=O)S(=O)(=O)c1ccccc1	-14.0	-1.1	-2.2	11.1	-11.8	-2.6	2.3	4.0	2.2	-19.4
Cc1ccc(OCCC(=O)Nc2ccc(C)c(S(=O)(=O)N3CCOCC3)c2)cc1	-5.0	1.6	-3.2	-3.7	-8.7	-4.4	0.3	-4.9	0.6	-6.6
Cc1ccc2nc3n(c(=O)c2c1)-c1cc2ccccc2cc1C(=O)NC3Cc1ccccc1 (stereo not drawn)	-7.9	1.1	-2.0	-5.5	0.3	-0.8	-4.1	-1.3	-0.5	-33.1
CCCCN(CC)C(=S)Nc1ccc2nc(N3CCN(C)CC3)cc(C)c2c1	4.1	-2.8	3.9	6.6	-3.1	-8.2	12.5	2.5	2.5	3.9
COc1cccc(N(CC(=O)N2CCCC2)S(C)(=O)=O)c1	-1.3	-1.1	1.3	-1.6	7.2	-1.8	-0.3	-0.4	0.8	7.1
Nc1ccc(Oc2ccc3c(c2)OCO3)cc1	6.5	-1.2	-1.5	-1.5	7.7	5.7	0.3	-6.7	-2.0	5.8
Cc1cccc(-c2noc(CNC(=O)c3ccco3)n2)c1	-0.1	-0.3	4.1	-1.4	13.9	2.4	-0.3	0.6	-0.4	-0.1
CC(=O)NC(CCS(C)(=O)=O)C(=O)Nc1ccc(F)cc1Cl (stereo not drawn)	-3.2	-1.3	2.0	2.2	1.8	11.8	0.2	-2.1	-1.9	-0.7
COc1ccc(CNS(=O)(=O)c2ccc3c(c2)NC(=O)C(C)S3)cc1 (stereo not drawn)	3.9	-6.2	3.9	-3.7	-16.2	-1.1	-0.4	7.5	4.3	1.8
COc1ccc(S(=O)(=O)N2CCc3ccccc32)cc1C(=O)Nc1ccc(NC(C)=O)cc1	-15.4	0.2	0.2	5.9	-1.3	-2.5	-22.2	-2.4	-1.4	-13.1
COc1ccc(-c2nc(SC)n(C(=O)c3ccco3)n2)cc1	9.1	0.8	-0.9	1.8	0.6	1.0	0.2	0.9	1.3	-5.7
COCCNC(=O)CSc1nc2c(n1-c1ccccc1)CCCC2	-3.5	-1.9	2.0	-3.7	1.7	1.0	0.4	1.2	0.6	-3.0
CS(=O)(=O)c1ccc(Nc2nc(C(N)c3ccccc3Cl)cs2)cc1 (stereo not drawn)	-7.4	1.7	8.6	2.6	-6.7	-11.1	-0.8	6.3	6.0	-4.7
Cc1nnc(NC(=O)C2CC(=O)N(c3ccccc3)C2)s1 (stereo not drawn)	6.1	-8.0	4.0	-1.6	0.2	-2.5	-0.5	4.8	3.8	-5.0
CN1OC[C@@H]2CN[C@H](c3cccc(-c4cc(Cl)cc(Cl)c4)c3)C[C@@H]21	-2.0	-4.2	-1.4	2.7	1.0	-5.0	-0.2	2.8	2.6	4.0
CCOC(=O)c1nc(C(=O)NCc2ccc(C)cc2)nc2ccccc12	6.3	0.9	-3.3	6.9	3.4	3.9	0.2	-3.3	-0.5	-4.1
CCn1cc(C(=O)NCC(=O)NCCCN2CCOCC2)c(=O)c2cc3c(cc21)OCO3	-6.2	-1.1	0.1	-6.7	-0.5	-5.1	0.5	0.3	0.9	1.1
CSCCC(=O)N1CCCC(N(C)CCc2ccccc2)C1 (stereo not drawn)	-13.4	-5.0	5.1	-1.7	-0.3	-10.2	0.0	4.3	0.0	13.9
COc1ccc(SC[C@H](Cc2ccccc2)N2CCN(C)CCC2=O)cc1	7.0	4.5	-3.1	0.0	-18.8	-6.6	0.6	-1.7	0.6	-3.9
C=CC[C@H](CC(=O)N(CCO)Cc1ccccc1)C(=O)NCCOC(=O)[C@@H](CC=C)CC(=O)OC(C)(C)C	1.3	-2.0	6.6	3.1	-12.5	-5.9	-0.7	4.2	1.8	0.9
N#Cc1cnn2c(C(F)(F)F)cc(-c3ccccc3)nc12	3.3	4.8	-8.4	-4.8	-16.3	1.2	2.0	-3.8	2.3	6.3
COc1ccc(C2/C(=C(/O)c3ccc(OC(C)C)cc3)C(=O)C(=O)N2CCCN2CCOCC2)cc1 (stereo not drawn)	-6.1	1.7	-0.1	1.1	7.1	-1.8	-0.4	-2.3	2.8	1.7

Complete entries, quoted from the list. Order of values: Tn6 DDE FP, LEDGF integ inh, MBD2 DNA inh, Tn7 DDE FP, TDP2 inh, TCR-CD3 inh, proKLK7 act, PRMT1 FP inh, UHRF1 binding, SIAE primary
Entry for `CCOc1ccc2nc(SCc3ccc(C(=O)OC)o3)[nH]c2c1` = -3.4, 1.5, -2.4, 0.6, 9.4, 8.3, 0.3, -1.4, -1.8, -1.8
Entry for `N#C/C(=C\c1c(N2CCN(Cc3ccccc3)CC2)nc2ccccn2c1=O)S(=O)(=O)c1ccccc1` = -14.0, -1.1, -2.2, 11.1, -11.8, -2.6, 2.3, 4.0, 2.2, -19.4

Back to the main list with the 2 entries that preceded the break.
SMILES	Tn6 DDE FP	LEDGF integ inh	MBD2 DNA inh	Tn7 DDE FP	TDP2 inh	TCR-CD3 inh	proKLK7 act	PRMT1 FP inh	UHRF1 binding	SIAE primary
N#Cc1cnn2c(C(F)(F)F)cc(-c3ccccc3)nc12	3.3	4.8	-8.4	-4.8	-16.3	1.2	2.0	-3.8	2.3	6.3
COc1ccc(C2/C(=C(/O)c3ccc(OC(C)C)cc3)C(=O)C(=O)N2CCCN2CCOCC2)cc1 (stereo not drawn)	-6.1	1.7	-0.1	1.1	7.1	-1.8	-0.4	-2.3	2.8	1.7
Cc1c(NC(=O)CSc2nnc(N)s2)c(=O)n(-c2ccccc2)n1C	6.8	-3.7	2.7	2.6	1.4	-4.8	0.4	-1.8	1.9	7.2
Cc1nn(C(C)C(=O)N2CCOCC2)c(C)c1[N+](=O)[O-] (stereo not drawn)	2.3	3.5	4.5	-7.2	-0.9	-2.7	0.1	-0.2	2.3	2.0
O=C1NC(=Nc2ccccc2)SC1(CO)CO	-4.4	-4.7	-2.6	4.0	-7.8	0.3	-0.4	1.8	2.2	1.4
C[C@@H]1CCCCO[C@H](CN(C)S(=O)(=O)c2cccs2)[C@@H](C)CN([C@H](C)CO)C(=O)c2cc(NC(=O)C3CCCCC3)ccc2O1	9.8	2.3	-5.5	3.5	5.3	4.5	-0.4	1.8	-0.7	1.6
COc1cc2[nH]c(=S)nc(NC3CCCCCC3)c2cc1OC	-1.6	-1.1	6.5	-8.4	0.8	5.4	0.5	0.9	12.1	4.7
CCN(CC)C(=O)C(=O)Nc1ccc(Oc2ccccc2)cc1	3.1	-3.7	2.1	-0.8	1.1	0.4	0.1	0.0	1.2	1.7
CCOc1ccc(NC(=O)c2nnn(CC(=O)Nc3ccccc3OCC)c2N)cc1	4.5	-0.2	0.0	8.4	1.4	3.3	-0.8	0.9	-1.9	8.7
O=C(Cn1cc(C(=O)c2ccco2)c2ccccc21)Nc1ccccc1	2.0	-3.2	1.5	-4.1	-7.6	1.2	0.6	-1.8	0.0	-6.2
COc1ccc(C(=O)C2CCN(C(=O)c3ccco3)CC2)cc1	4.8	-0.3	-3.4	-1.9	10.9	0.9	0.3	3.1	-0.9	0.9
CCC(C(=O)OC)(C(=O)OC)c1ccc([N+](=O)[O-])cc1	-9.2	-0.6	0.4	6.8	7.1	0.9	-0.2	0.3	0.7	-3.0
Cc1nc(C(F)(F)F)ccc1C(=O)N1CCC1(C)C(=O)NS(=O)(=O)c1ccc2ccccc2c1 (stereo not drawn)	4.8	-1.2	5.0	10.8	-0.2	-3.4	0.2	1.1	2.4	5.3
CCOc1ccc(OCc2ccc(C(=O)NN=Cc3ccc[nH]3)cc2)cc1	-3.2	-2.0	3.8	6.0	5.3	2.5	1.1	4.3	-1.0	-1.9
COc1cc2ccc(=O)oc2c(CC=C(C)C)c1OC	0.3	4.4	-5.8	6.4	-6.2	2.1	3.4	-4.9	-1.1	4.8
CCOc1ccc(N/C(N)=N/c2nc(CSc3nnc(C)s3)cc(=O)[nH]2)cc1	3.4	0.1	0.3	3.2	-10.2	0.7	-0.1	-3.9	-3.9	6.2
Cc1cc(S(=O)(=O)N2CCCCC2CCNC(=O)C(=O)NCC2CCCO2)ccc1F (stereo not drawn)	5.1	-5.5	-3.5	-0.7	5.1	0.2	0.5	1.6	1.2	-1.6
C=CCN(CC=C)S(=O)(=O)c1ncn[nH]1	2.8	0.3	-2.8	-5.2	2.2	14.2	-0.4	0.5	17.2	-3.6
CCOC(=O)C1=CCN(S(=O)(=O)c2cccc(Cl)c2)C1c1ccc(F)cc1 (stereo not drawn)	-0.3	-3.5	2.0	-3.4	4.9	2.8	0.4	5.2	-3.5	-4.6
Cc1cccnc1NC(=O)CSc1ncnc2sc(C)c(C)c12	-3.1	-4.1	5.0	-6.1	2.5	-0.8	0.0	7.1	0.2	-1.5
N#CCSCC(=O)Nc1ccccc1	1.6	6.3	1.4	-8.3	9.3	-3.3	0.6	-2.0	-5.9	7.5
O=C(Nc1ncccc1Cl)c1ccccc1F	6.7	-2.6	0.7	-1.2	-4.3	0.1	-0.7	-1.1	2.1	0.1
O=c1[nH]cnc2c1N=C(c1cccc([N+](=O)[O-])c1)CC(c1ccccc1)N2 (stereo not drawn)	-3.5	2.0	-6.9	8.4	5.9	1.3	0.0	-0.8	-4.0	7.4
CC1=C(C(=O)N(C)Cc2ccccc2)C2(CCC(C)CC2)OC1=O (stereo not drawn)	4.8	-0.1	2.2	10.3	-1.9	7.7	0.0	0.2	0.5	5.8
COc1cccc(N(CC(=O)N2CCN(c3ccccc3OC)CC2)S(C)(=O)=O)c1	0.4	3.4	1.5	-6.2	-4.9	-3.8	-0.1	0.8	4.3	5.5
COc1ccccc1NS(=O)(=O)c1cccc(C(=O)N/N=C/c2ccc3c(c2)OCCO3)c1	-6.7	-2.7	2.5	1.4	-5.6	-4.3	0.7	-0.2	3.6	-16.3
O=C(NC1CCCN(Cc2ccccc2F)C1)c1cccc(N2CCCC2=O)c1 (stereo not drawn)	-0.1	0.1	0.4	-5.9	8.1	3.8	-0.4	-2.3	-0.1	8.8
O=C(CSc1nnc(-c2ccco2)n1-c1ccccc1)NCc1ccco1	5.0	-0.7	-4.0	3.0	5.7	5.4	0.9	-0.7	-0.9	-0.3
O=C(CSc1nnnn1-c1ccccc1F)Nc1nc2ccccc2s1	-11.8	-3.0	-0.6	-4.6	7.2	-3.1	0.0	-0.1	1.4	-14.7
CCOc1ccc(N2C(=O)/C(=C/c3ccc(C)o3)N(C)C2=S)cc1	0.7	-2.1	0.4	5.6	6.8	3.1	0.1	9.6	-3.3	7.9

Compound activity from PubChem.
